D1 agonist – agonists of human D1 dopamine receptor. P21728. activation, % at 2 µM. AID 504660. HEK293 T-REx D1 cells, calcium flux, agonist mode. actives 1% (n = 360,000); in the data active = activation above about 30%; note: 0% is about no effect
Target sequence (P21728 whole entry, looked up): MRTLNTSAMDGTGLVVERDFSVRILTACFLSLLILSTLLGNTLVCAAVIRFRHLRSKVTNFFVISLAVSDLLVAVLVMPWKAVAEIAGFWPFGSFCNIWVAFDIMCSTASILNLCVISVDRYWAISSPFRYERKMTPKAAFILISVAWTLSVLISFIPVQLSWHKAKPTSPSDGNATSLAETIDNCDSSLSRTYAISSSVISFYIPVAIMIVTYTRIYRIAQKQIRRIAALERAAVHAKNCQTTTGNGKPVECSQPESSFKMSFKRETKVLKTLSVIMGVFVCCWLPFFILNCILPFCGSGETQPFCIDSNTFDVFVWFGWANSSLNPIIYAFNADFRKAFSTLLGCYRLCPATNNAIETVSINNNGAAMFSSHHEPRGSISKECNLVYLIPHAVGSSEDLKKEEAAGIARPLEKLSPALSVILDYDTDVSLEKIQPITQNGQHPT
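Tetracycline-induced HEK293 TREx D1 cells, force-coupled to calcium signalling, were dye-loaded with a no-wash calcium kit. Compound was pin-added after a 10 s baseline. Fluorescence was read kinetically at 1 cycle/s for 180 s, with calcium rises flagged as agonism.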
TRHR enhancer – TRH receptor (human) allosteric enhancement; AID 493056; enhancement, % at 2 µM; TRHR cells, fluo-8 calcium fluorescence, EC20 TRH enhancement; actives 0.66% (n = 360,000); P34981; in the data active = enhancement above about 30%; note: 0% is about no effect
Target sequence (P34981 whole entry, looked up): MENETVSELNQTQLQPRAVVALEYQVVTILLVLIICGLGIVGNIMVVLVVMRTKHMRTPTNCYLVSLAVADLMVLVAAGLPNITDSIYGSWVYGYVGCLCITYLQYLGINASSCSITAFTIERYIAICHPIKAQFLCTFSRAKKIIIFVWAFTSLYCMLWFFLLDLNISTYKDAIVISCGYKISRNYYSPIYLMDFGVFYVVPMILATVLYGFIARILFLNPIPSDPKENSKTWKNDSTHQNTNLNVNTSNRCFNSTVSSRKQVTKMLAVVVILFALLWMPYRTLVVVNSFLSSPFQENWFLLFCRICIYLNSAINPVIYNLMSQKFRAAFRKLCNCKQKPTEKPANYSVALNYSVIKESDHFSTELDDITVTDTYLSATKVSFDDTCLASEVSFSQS
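Enhancer read-out: after compound pinning and an initial kinetic agonist-mode read, an EC20 of TRH (10 nM final) was injected and fluo-8 calcium signal (Ex 480/Em 530) followed at 1 s/cycle for 100 cycles in TRHR-expressing cells.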
Anesthetic bind – binds horse apoferritin like a general anesthetic; P02791; apoferritin/1-aminoanthracene competitive binding, fluorescence; Potency, µM (highest dose often 77.5 µM), for the others: at the top dose activity change, negative = displacement, most hits filed as inhibitors; actives 0.074% (n = 350,000); note: potency is the fitted concentration of half-maximal effect; % is set by controls: 0 for no effect and ±100 for the full control effect; nearly all actives have a fitted effect of over 20% in size
Target sequence (P02791 2-175 limits assumed): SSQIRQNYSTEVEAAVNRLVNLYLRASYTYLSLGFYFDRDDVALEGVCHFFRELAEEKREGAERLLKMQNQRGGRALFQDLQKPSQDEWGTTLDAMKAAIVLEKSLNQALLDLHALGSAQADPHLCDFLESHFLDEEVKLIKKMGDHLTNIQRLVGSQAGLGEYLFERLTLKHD
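Apoferritin-based anesthetic binding model; compound displacement of fluorescent 1-AMA measured as endpoint fluorescence after 10 minutes at room temperature, scaled to free-ligand and complex controls.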
RXFP1 antagonist – blocks the human relaxin receptor RXFP1; HEK293-RXFP1, relaxin-stimulated cAMP HTRF, 30 min; hits give low values; activity change, negative = inhibition, % at 57.5 µM; actives 0.59% (n = 350,000); AID 1259400;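 active = activity change of -60% or lower, but not beyond a set lower limit; inconclusive = change between -60% and -40%, or beyond the set limit; inactive = change above -40%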; note: % is set by controls: 0 for no effect and ±100 for the full control effect
RXFP1 ag – agonists of human relaxin receptor RXFP1; Potency, µM (series often up to 57.5 µM), for inactives: top-dose activation, actives largely listed as activators; HEK293T-RXFP1 cAMP TR-FRET, 30 min; response scale: percent of porcine relaxin response, buffer zero; actives 0.3% (n = 370,000); AID 2676; note: potency is the fitted concentration of half-maximal effect; % is set by controls: 0 for no effect and ±100 for the full control effect; nearly all actives have a fitted effect of over 60% in size; many of its hits are not listed in these tables
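cAMP rise read by TR-FRET after 30 min, 37C compound exposure (up to 58 uM) in RXFP1-transfected HEK293 cells with Ro 20174 present. EC50 from Hill-equation fits, with 29 nM porcine relaxin as 100% and buffer as basal.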
D2 potentiator – D2 dopamine receptor (human) potentiation | potentiation, % at 10 µM | HEK293 T-REx D2, calcium flux, EC20 dopamine potentiation | P14416 | actives 0.34% (n = 340,000);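 active = potentiation over 3 SD above the plate norm, cut at about 30% in these data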; note: 0% is about no effect
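Primary screen. Calcium kinetics in induced HEK293 T-REx D2 cells: compound pre-addition 180 s, EC20 dopamine, 180 s more.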
TRHR ag – agonists of human TRH receptor; P34981; TRHR cells, calcium flux fluo-8, FDSS agonist mode; activation, % at 2 µM; actives 0.18% (n = 360,000); AID 493084; in the data active = activation above about 30%; note: 0% is about no effect
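TRHR-expressing cells, plated overnight in medium with 10% serum, were loaded with fluo-8 calcium dye at room temperature. After a 10 s baseline, library compound was pin-added and calcium release was recorded kinetically (ex 480/em 530) as agonist response.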
D1 potentiator – human D1 dopamine receptor positive modulation | P21728 | HEK293 TREx D1 cells, calcium flux, dopamine EC20 potentiation | potentiation, % at 10 µM | actives 0.036% (n = 360,000) | AID 504651; in the data active = potentiation above about 30%; note: 0% is about no effect
D1 antagonist – human D1 dopamine receptor antagonism; P21728; HEK293 TREx D1 cells, calcium flux, dopamine EC80; hits give low values; activity change, negative = inhibition, % at 10 µM; actives 3.2% (n = 360,000); AID 504652; in the data active = activity change below about -30%; note: % is set by controls: 0 for no effect and ±100 for the full control effect
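Inducible Hek293 Trex D1 cells (tetracycline, overnight, 30 C). Calcium dye 30–90 min RT. Antagonist mode: EC80 dopamine added after 180 s compound read.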
Active calls of the source: *; ? = inconclusive; / = no result given; & = joins results of further samples; [ ] = another dose, or the depositor's remark. Unless noted, calls come from the whole dose curve; as a rule, active = well fitted curve in the direction sought with a large enough effect; inconclusive = small, poorly fitted or top-dose-only effect, or another doubt; inactive = no such curve, though single readings can be large; an effect the other way counts as inactive or inconclusive. Only part of the results is shown; count on the stated rates, not on these rows.

Every second line gives: D1 agonist, TRHR enhancer, Anesthetic bind, RXFP1 antagonist, RXFP1 ag, D2 potentiator, TRHR ag, D1 potentiator, D1 antagonist
- COc1ccc(-n2c(SCC(=O)NC3CCCCC3)nc3c([nH]c4ccccc43)c2=O)cc1
    1, 2, 3%, /, 15%, 7, -0.4, -2, 7
- CCc1ccccc1NC(=O)c1ccc(Cn2nc(N3CCN(c4ccccc4)CC3)ccc2=O)o1
    1, 2, ?, -23, -0.4%, 1, -0.5, -2, -10
- Cc1ccc(NC(=O)CSc2ncn[nH]2)cc1S(=O)(=O)N1CCOCC1
    7, -3, -9%, 14, 1.5%, -3, 0.3, 5, 6
- CCc1ccc(NC2Nc3cc(C)nn3S2)cc1 (stereo unspecified)
    0, -3, -11%, -17, 2.2%, -7, -0.7, -4, -2
- COc1ccc(C(=O)NCC(=O)OCC(=O)NCc2cccs2)cc1
    3, -3, -1%, -2, -0.5%, 8, -0.8, -5, 0
- COC(=O)Cc1c(C)c2ccc(OCC(C)=O)c(C)c2oc1=O
    5, -11, 2%, -13, 0.0%, 7, 0.2, -1, 28
- CSCCC(NC(=O)C1CCC(C)CC1)C(=O)N1CCN(c2ccccn2)CC1 (stereo unspecified)
    1, 10, 6%, -12, -0.3%, 8, -0.1, -4, -3
- CCOc1ccccc1CNc1ccc(O)cc1
    3, -5, ?, -3, -2.9%, 1, 0.0, -2, -13
- CCCN(CCC)S(=O)(=O)c1cc(Br)cc2c1N(C(=O)CC)CC2
    3, -4, 2%, -25, 0.6%, 5, 0.8, 0, -6
- Cc1ccc(NC2CCCN(C(=O)c3cc(C(C)C)[nH]n3)C2)cc1C (stereo unspecified)
    0, 7, ?, -5, 1.9%, 3, -0.8, 2, 6
- CCN(CCn1cccn1)Cc1nc(-c2ccc(OC)cc2)no1
    4, 3, -12%, 2, 0.6%, 13, 0.2, -6, -13
- CCSc1sc(CC)cc1C=O
    1, -1, -8%, -12, 0.6%, /, -0.4, 3, 5
- O=C(CSc1nc(C2CCCCC2)n(-c2ccccc2)n1)NCC(F)(F)F
    2, 2, 1%, -6, 0.8%, -4, 0.1, -2, 11
- CCOc1ccc(N2C(=O)CC(N3CCC(NC(=O)Nc4ccccc4)CC3)C2=O)cc1 (stereo unspecified)
    0, 0, -11%, -7, 6.4%, -3, -0.8, -5, -5
- Cc1c(C(=O)NN)sc(-c2ccccc2)c1C#N
    1, 12, -11%, -10, 3.1%, -6, 1.1, 2, 8
- Cc1c(N2CCCC2)cc2c(c1N)C(C)(C)CC2(C)C
    2, 7, 5%, -71*, 3.5%, /, 2.7, -8, 2
- O=C(O)CCC(=O)NNC(=O)c1cccc(Br)c1
    1, 4, -7%, -7, 4.3%, 7, -1.2, -3, 5
- COc1ccc(NC(=O)CCSc2nc(-c3ccco3)cc(C(F)(F)F)n2)cc1OC
    -1, 0, -9%, 3, 9.1%, -6, -0.5, 0, -12
- CCOc1ccc(/C=N/OCC(=O)Nc2ccc(OCc3ccccc3)cc2)cc1OC
    23, 6, -10%, -16, -0.1%, 28, -0.4, 0, 9
- CC(C(=O)N(C)C)N(C#N)c1nc(N(C)C)nc(N(C)C)n1 (stereo unspecified)
    3, -1, -12%, -5, 0.7%, -6, -0.6, -6, 3
- Oc1ccc(-c2[nH]ncc2-c2nc3ccccc3s2)c(O)c1
    2, 0, -10%, -7, -0.1%, 1, 0.3, -4, -9
- CC(=O)Nc1ccc(C(=O)OCC(=O)NCCC2=CCCCC2)cc1
    3, 5, /, -18, 2.0%, 5, 0.0, -8, 12
- Cc1ccc(C)c(SCc2noc(C(=O)NCC3CCCO3)c2C(=O)O)c1 (stereo unspecified)
    0, 0, -8%, /, -0.4%, 8, 0.8, -1, 6
- COc1ccc(S(=O)(=O)c2cn(C)c3cc(N4CCCC4)c(F)cc3c2=O)cc1
    1, 4, 2%, -25, 4.6%, -10, -0.5, 1, 7
- CC(=O)c1ccc2cccc3c2c1N=CN3C
    24, 2, 61%[activator], -5, -0.3%, 3, 5.7, 0, 4
- CC(NC(=O)c1cc2c(=O)n3ccccc3nc2n(CC2CCCO2)c1=N)c1ccccc1 (stereo unspecified)
    2, -1, 99%[activator], 0, 21%, -2, -0.7, /, 2
- O=C(NCCCN1CCOCC1)c1cc2c(s1)-c1ccccc1OC2
    1, -1, 350%[activator], 28, 16%, -9, 0.0, -7, 4
- CCOc1ccc(CNC(=O)NS(=O)(=O)c2ccc(OC)cc2)cc1
    1, -4, -11%, -6, 0.9%, -4, -0.5, -1, -8
- Cn1c(NC(=O)c2ccco2)cc(=O)n(C)c1=O
    3, -6, -9%, -9, 0.9%, -4, 0.7, -3, -10
- CCOc1ccc(Br)cc1S(=O)(=O)Nc1ccc(C(=O)OCC(=O)Nc2ccc(C#N)cc2)cc1
    5, 6, 3%, 3, -0.4%, -4, 12, -3, -1

Already shown: three of the compounds above.
Every second line gives: D1 agonist, TRHR enhancer, Anesthetic bind, RXFP1 antagonist, RXFP1 ag, D2 potentiator, TRHR ag, D1 potentiator, D1 antagonist
- COc1ccc(-n2c(SCC(=O)NC3CCCCC3)nc3c([nH]c4ccccc43)c2=O)cc1
    1, 2, 3%, /, 15%, 7, -0.4, -2, 7
- CCc1ccccc1NC(=O)c1ccc(Cn2nc(N3CCN(c4ccccc4)CC3)ccc2=O)o1
    1, 2, ?, -23, -0.4%, 1, -0.5, -2, -10
- Cc1ccc(NC(=O)CSc2ncn[nH]2)cc1S(=O)(=O)N1CCOCC1
    7, -3, -9%, 14, 1.5%, -3, 0.3, 5, 6

Next part
Every second line gives: D1 agonist, TRHR enhancer, Anesthetic bind, RXFP1 antagonist, RXFP1 ag, D2 potentiator, TRHR ag, D1 potentiator, D1 antagonist
- Clc1ccc(CNc2nc(CN3CCOCC3)nc3scc(-c4ccccc4)c23)cc1
    11, -3, 7%, -19, -1.3%, -3, 0.5, 10, 16
- CCN(CC)CCOC(=O)c1c(C)n(C)c2ccc(OC)cc12
    1, -6, -8%, /, 1.7%, 5, 1.5, -6, 29
- Cc1cccc(NC(=O)CCCN2C(=O)C3CC=CCC3C2=O)c1 (stereo unspecified)
    6, -10, -17%, -2, -2.1%, -5, 0.4, 1, -6
- CCOc1ccc(N(CC(=O)Nc2c(C)cccc2C)S(=O)(=O)c2c(C)[nH]c(=O)[nH]c2=O)cc1
    1, 2, 38%[activator], -13, -3.3%, 2, 0.3, -3, 14
- COc1cccc(/C=C/C(=O)OCC(=O)NCc2ccco2)c1
    3, 11, -13%, 7, 4.9%, 2, -0.6, 7, -16
- COc1ccc(-c2[nH]ncc2CN2CCCOc3c(cccc3OC)C2)c(OC)c1
    4, 2, -7%, -5, -2.3%, 1, -0.2, -3, -10
- CCOc1cccc(-c2nnc(SCC(=O)Nc3cc(OC)cc(OC)c3)n2N)c1
    2, -6, -17%, -3, 7.6%, -16, -0.7, -2, -2
- O=C1CCN(CCc2ccccc2)CCN1CCSc1ccccc1
    1, -1, -9%, /, -4.5%, 6, -0.3, -4, -1
- COc1ccc(OC)c(NC(=O)CCNS(=O)(=O)c2cccc3nsnc23)c1
    -3&1, 13&-5, -9%&-12%, -1, 2.7%&1.7%, -14&5, -0.3&0.0, -2&1, 16&-3
- C/C(=C\c1ccco1)C1C(C#N)=C(N)Oc2n[nH]c(-c3ccccc3)c21 (stereo unspecified)
    2, -5, ?, 11, 1.8%, 3, -1.5, -6, -18
- N#CC1=C2SCCN2C(=O)C(C#N)C12CCCCC2 (stereo unspecified)
    1, 3, ?, -10, 1.5%, 10, 2.0, 4, 0
- O=C(NCCSc1ccc(Cl)cc1)c1ccco1
    0, -3, -15%, -14, -0.6%, 6, -0.7, 11, 0
- CCCc1cc(C(=O)Nc2cc(OC)ccc2OC)cs1
    1, -2, -18%, -1, 0.1%, -10, -0.1, 1, -11
- COc1ccccc1Nc1ncnc2ccc(C)cc12
    0, -3, -18%, -4, 2.1%, 2, -0.4, -7, 9
- COc1ccc(S(=O)(=O)N2Cc3ccccc3CC2C(=O)Nc2cccc(C)c2)cc1OC (stereo unspecified)
    6, 17, -6%, -2, -0.1%, 1, 1.0, -3, 0
- CCOc1nc(C)ccc1-c1noc(CC)n1
    3, -4, 9%, 13, 1.1%, 2, 0.6, -2, -38*
- COc1ccc(C)cc1NC(=O)c1ccc2nc(Cc3ccccc3)oc2c1
    8, 8, 142%[activator], -21, 0.3%, 16, 0.8, -4, -7
- O=C(NCCc1ccccc1)C1CCC(CNS(=O)(=O)c2ccc(Cl)cc2)CC1 (stereo unspecified)
    2, -4, 5%, -18, -3.4%, 19, -0.2, -7, -7
- COc1cccc(N(CC(=O)NC(C)(C)C)C(=O)C2CSC(=O)C2)c1 (stereo unspecified)
    4, -4, -9%, -8, -0.3%, -8, -0.1, -8, -12
- CCOC(=O)c1cccc(NC(=O)Cn2ncc3c4ccccc4n(Cc4ccccc4)c3c2=O)c1
    9, 1, -1%, -5, 8.0%, -1, 1.0, 0, 4
- COc1ccc2nc(N3C(=O)CC(Cc4cc(C)cc(C)c4)C3=O)sc2c1 (stereo unspecified)
    3, -2, 35%[activator], /, -0.4%, 2, 0.1, 7, 8
- COc1cc(CCC(=O)OCC(=O)Nc2c(C)cc(C)cc2C)cc(OC)c1OC
    -2, -1, -5%, -1, 3.1%, 7, -0.5, -1, -9
- CCCCN1C(=O)c2ccc(C(=O)Nc3ccc(C)c(S(=O)(=O)N(C)C)c3)cc2C1=O
    7, -7, -11%, -13, 0.7%, -4, 0.8, -9, -28
- Cc1nc(-c2ccc(NC(=O)C3CC3)cc2)cs1
    1, 23, -8%, -16, 5.2%, -10, -0.3, -4, -4
- CN(CC(=O)NCc1ccco1)S(=O)(=O)c1ccc(F)cc1
    2, -4, 0%, -7, 0.9%, 8, 1.7, 1, -7
- Cc1ccc(C)c(-c2nnc(OCC(=O)Nc3cc(C)on3)c3ccccc23)c1
    5, -1, -13%, -10, 0.1%, 0, 0.2, -4, 23
- OCC1(CCc2ccccc2)CCCN(C/C=C/c2ccccc2)C1 (stereo unspecified)
    6, 7, ?, -7, 0.6%, -22, 0.3, -7, 8
- CCN(CC)CCn1c2c(c(SCC(=O)Nc3ccc(C)c(F)c3)nc1=O)CCCC2
    2, -4, /, -15, 0.5%, -13, -0.3, -1, 3
- Cc1c(NC2=CC(=O)CCC2)c(=O)n(-c2ccccc2)n1C
    0, 4, -2%, -7, 1.2%, 0, 0.9, -2, 2
- O=C(Nc1nnc(Cc2ccc([N+](=O)[O-])cc2)s1)Nc1ccccc1F
    4, -4, -1%, -2, -1.5%, -3, 0.3, -2, -1
- Cc1ccc(NC(=O)CSc2nc(C)c(C)c(C)n2)c([N+](=O)[O-])c1
    8, 2, 4%, 6, 0.4%, 5, -0.4, -1, 22
- Cc1ccc(N2CCN(c3ccc(NC(=O)CCC(=O)O)cc3)CC2)cc1
    12, -2, 0%, -6, 1.9%, 2, 0.6, -1, -18
